Compound activity deposited in PubChem BioAssay by several laboratories.
HIF-2a inh: inhibitors of HIF-2a; 786-0 RCC cells HIF-2a reporter, luciferase luminescence, overnight; hit rate 0.72% among 360,000; AID 624352; inhibition, % at 18.8 µM;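 active = inhibition of the luminescence signal of 40% or more relative to plate controls, in a single-dose primary screen at 18.75 µM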
Peg3 prom inh: Peg3 promoter activity inhibition | HeLa PEG-Prom luciferase reporter, luminescence, overnight | inhibition, % at 20 µM | hit rate 1.7% among 360,000 | AID 588405;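 active = inhibition of at least 50% at 20 µM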
NR2E3 ag-1: NR2E3 (human) agonism; Q9Y5X4; GST-NR2E3/biotin-RetCOR TR-FRET, 1536-well; inhibition of corepressor binding, % at 4.78 µM; hit rate 0.12% among 320,000; AID 2300;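 active = percent inhibition above the cutoff of mean plus 3 SD of all tested compounds, set per screening campaign, cut at about 20% in these data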;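 note: 0% = DMSO wells and 100% = biotin wells as full block of FRET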
Target sequence (Q9Y5X4 whole entry, looked up): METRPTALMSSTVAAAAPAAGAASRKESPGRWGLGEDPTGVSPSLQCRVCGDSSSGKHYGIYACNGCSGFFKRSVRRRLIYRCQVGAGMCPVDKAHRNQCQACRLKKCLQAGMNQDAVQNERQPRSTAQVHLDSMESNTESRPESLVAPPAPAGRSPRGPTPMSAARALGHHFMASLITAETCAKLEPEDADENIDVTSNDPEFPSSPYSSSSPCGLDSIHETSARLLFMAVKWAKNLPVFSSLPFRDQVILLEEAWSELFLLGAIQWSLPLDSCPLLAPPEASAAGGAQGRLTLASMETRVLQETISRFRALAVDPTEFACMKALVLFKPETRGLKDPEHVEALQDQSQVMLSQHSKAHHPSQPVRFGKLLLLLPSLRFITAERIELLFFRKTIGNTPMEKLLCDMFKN
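System: GST-NR2E3 and biotin-RetCOR proteins; probe or stimulus: 7 nM biotin-RetCOR; doses: compound at 4.8 µM, single dose; schedule: Compound–protein incubation for 5 h at 4 °C; detection: time-resolved FRET; read-out: percent inhibition; controls: biotin wells as high control, 0.6% DMSO wells as low control; format: 1536-well plates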
Vif imaging: HIV Vif inhibition; inhibition, % at 7.49 µM; hit rate 0.35% among 340,000; HEK293T cells, Vif self-association by quenched fluorescence, imaging, 24 h; in the data active = inhibition above about 50%, passing the limit was not always enough; inconclusive = no clear call, values can overlap the other calls; inactive = below about 31%; note: some results filed as inactive read as strong as hits
NR2E3 ag-2: activates human NR2E3 receptor. AID 602229. inhibition of corepressor binding, % at 3.98 µM. CHO-S Gal4-NCOR/VP16-NR2E3 two-hybrid, luciferase. hit rate 0.35% among 360,000. Q9Y5X4;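 active = inhibition above the mean of all tested compounds plus 3 SD, cut at about 70% in these data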;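 note: 0% = DMSO with NR2E3 transfected cells and 100% = cells lacking NR2E3 construct; higher means lower luciferase signal from less NR2E3 corepressor binding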
CF NFkB inh: blocks PAF-induced NF-kB reporter in cystic fibrosis cells. hit rate 0.86% among 360,000. KKLEB NF-kB-GFP reporter, GFP fluorescence overnight. inhibition, % at 5 µM;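 active = at least 50% inhibition at 5 µM, scaled per plate between neutral and stimulator controls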;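 note: PAF is a Pseudomonas aeruginosa culture filtrate used as stimulus; plate controls were PAF-stimulated DMSO wells for no effect and unstimulated DMSO wells for full effect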
Shn3 inh set2: inhibitors of Schnurri-3 3'UTR reporter in osteoblasts; Clone20 osteoblast Shn3 3'UTR firefly luciferase, 24 h; inhibition, % at 12.5 µM; hit rate 0.52% among 360,000;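 active = mean inhibition of at least 75% with every replicate also reaching 75%; inconclusive = mean inhibition at least 75% but some replicate below; inactive = mean inhibition below 75%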;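 note: 0% = median of neutral control wells and 100% = pilot-screen positive control compound; some compounds past the cut are filed as inactive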
TRPM1 prom inh: MITF TRPM1 promoter inhibition in SK-MEL-5 cells; inhibition, % at 12.5 µM; hit rate 0.83% among 330,000; SK-MEL-5 TRPM1 promoter luciferase, 24 h;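 active = mean inhibition across replicates of 60% or more, whatever share of single replicates reaches that level; inconclusive = some that reach 60%, reason not given; inactive = mean inhibition across replicates below 60%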; note: values of inactives mirror those of a sister screen read the other way
KKLEB cytotox: counter-screen for CF NF-kB inhibitors: cytotoxicity | KKLEB CF airway cells viability, ATPlite luminescence, overnight; stronger effect = lower value; cells stimulated with P. aeruginosa culture filtrate | activity change (cytotoxicity), % at 5 µM | hit rate 0.36% among 360,000 | AID 602141;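 active = corrected activity change at or below -50% at 5 µM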
PDI inh: inhibitors of human protein disulfide isomerase | inhibition, % at 10 µM | PDI insulin aggregation turbidity, A650, 90 min | P07237 | hit rate 0.052% among 350,000 | AID 588391;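 active = mean inhibition across replicates of 30% or more, whatever share of single replicates reach that level; inconclusive = mean inhibition below 30% while every single replicate reaches 30%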;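 note: absorbance from insulin aggregation driven by PDI reduction with DTT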
Target sequence (P07237 whole entry, looked up): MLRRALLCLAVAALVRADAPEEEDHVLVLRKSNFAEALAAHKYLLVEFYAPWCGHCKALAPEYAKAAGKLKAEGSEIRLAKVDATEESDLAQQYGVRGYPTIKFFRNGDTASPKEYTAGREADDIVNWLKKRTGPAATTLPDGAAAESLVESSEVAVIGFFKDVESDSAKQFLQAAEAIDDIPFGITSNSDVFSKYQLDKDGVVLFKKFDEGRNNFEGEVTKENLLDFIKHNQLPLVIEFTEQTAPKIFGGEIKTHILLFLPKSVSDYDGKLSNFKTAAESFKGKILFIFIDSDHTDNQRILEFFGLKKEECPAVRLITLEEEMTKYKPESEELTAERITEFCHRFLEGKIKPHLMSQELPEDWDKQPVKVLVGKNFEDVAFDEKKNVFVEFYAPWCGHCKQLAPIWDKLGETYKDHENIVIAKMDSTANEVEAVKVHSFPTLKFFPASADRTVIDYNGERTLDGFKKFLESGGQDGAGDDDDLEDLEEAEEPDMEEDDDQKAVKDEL
CaV13 FRET inh: Primary screen for inhibitors of IQ motif and Ca2+-dependent inactivation inhibitor domain binding in CACNA1D, Förster resonance energy transfer in living cells, …. HEK cells, CFP/YFP FRET ICDI-IQ, plate reader, 10 min; percent FRET-ratio fall versus neutral wells. inhibition, % at 12.3 µM. hit rate 0.098% among 340,000;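 active = mean replicate inhibition of at least 30% and at least 1% of replicates passing that level; inconclusive = only one of the two criteria is met; inactive = neither criterion is met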;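 note: 0% = median of the neutral control wells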
Starred values were filed as active, the others as inactive; ? = inconclusive; · = not tested or not shown.

SMILES	HIF-2a inh	Peg3 prom inh	NR2E3 ag-1	Vif imaging	NR2E3 ag-2	CF NFkB inh	Shn3 inh set2	TRPM1 prom inh	KKLEB cytotox	PDI inh	CaV13 FRET inh
CCN(CC)CCN(Cc1cc2cc3c(cc2[nH]c1=O)OCCO3)C(=S)NCC(C)C	-5.8	-19.0	0.1	-0.9	-20.3	-8.0	45.6	3.3	-7.5	0.7	-19.3
CCOCCCNC(=O)CN1C(=O)/C(=C\c2ccc(C)cc2)Sc2ccccc21	-32.8	-71.2	-1.6	-10.7	-29.4	-28.3	2.8	-1.6	17.2	-11.3	-3.3
CCCCN(C(=O)CCC(=O)OCC(=O)NCc1ccccc1)c1c(N)n(CCC)c(=O)[nH]c1=O	10.8	7.2	0.9	7.8	-0.8	-1.4	-9.3	-7.2	-1.4	-4.6	-5.5
O=C(CSc1nnnn1Cc1ccccc1)c1ccccc1F	-84.8	-75.0	-2.9	5.2	-17.1	17.1	-14.4	-4.3	-8.0	11.2	-3.1
COc1ccc(N2CCN(C(=O)CCNC(=O)c3ccc(Br)cc3)CC2)cc1	11.1	24.6	7.1	2.7	-17.7	-6.1	15.5	3.5	11.8	-1.4	-5.5
CC(C)C(OC(=O)c1nsc(Cl)c1Cl)C(=O)NCC1CCCO1 (stereo unspecified)	8.7	5.8	2.3	0.4	0.8	2.5	-15.2	13.0	-11.4	-9.0	-3.5
Cc1nn2c(N)c(C#N)cnc2c1-c1ccccc1	-92.9	-38.8	-0.7	2.2	-8.9	-2.9	12.2	-41.0	-6.9	-6.5	-5.1
O=[N+]([O-])c1ccc(N2CCN(S(=O)(=O)Cc3ccccc3)CC2)cc1N1CCOCC1	18.1	16.7	-0.1	-13.2	-3.4	4.4	11.6	8.1	-5.3	-0.8	-4.1
COc1ccc(-n2nnnc2SCC(=O)NCCc2ccc(OC)c(OC)c2)cc1	12.2	7.0	3.5	0.4	-6.5	-16.7	3.5	-2.4	-9.0	0.4	·
CCC(c1nnnn1Cc1ccc(OC)cc1)N1CCN(c2ccc(OC)cc2)CC1 (stereo unspecified)	4.6	21.7	-2.7	2.1	-4.7	-17.9	2.5	9.8	4.4	-6.1	-4.1
COCCNC(=S)N1CCC(C(=O)c2ccc(C)cc2)CC1	-2.0	7.6	1.0	-2.5	10.3	11.5	-2.8	10.1	7.4	11.4	-6.2
Cc1ccc(S(=O)(=O)N(C)CC(=O)Nc2nc3ccccc3s2)cc1	-32.5	-6.5	3.3	·	-15.8	-12.6	5.8	1.9	9.3	-1.6	-5.1
NC(=O)c1sc2nc3c(c(-c4cccnc4)c2c1N)CCC3	-0.8	-1.1	5.3	-9.1	-9.1	9.3	-3.4	-7.9	9.7	6.2	·
Cc1ccc(S(=O)(=O)CCSc2nccn2C)cc1	20.9	13.8	-2.5	0.5	6.5	-0.1	-12.4	7.5	-8.8	13.3	-5.6
Cc1ccc([C@@H]2CC=C(C(=O)O)[C@H](c3cccc(F)c3)N2S(=O)(=O)c2ccccc2C)cc1	15.8	4.8	·	·	-24.2	15.9	-27.3	10.1	14.3	9.1	-3.1
Cc1ccsc1/C=N/NC(=O)c1nnn(-c2nonc2N)c1-c1ccccc1	-9.5	-20.9	3.8	?	-14.1	40.5	-2.0	1.0	-19.8	8.1	-3.0
O=C(NC1CC1)C(=O)c1c[nH]c2ccccc12	-45.6	-36.3	1.5	-2.1	-48.0	-9.1	-3.0	-5.3	8.9	-3.9	1.0
O=C(Nc1ncc(S(=O)(=O)c2ccc([N+](=O)[O-])cc2)s1)c1cccnc1	2.3	-2.2	-0.5	6.1	-5.7	-11.1	10.0	8.6	-16.1	-5.2	2.3
Cn1c(=O)c2c(nc(NCc3ccc4c(c3)OCO4)n2Cc2ccccc2)n(C)c1=O	15.4	28.4	-1.3	-11.0	-2.1	5.2	60.1	3.8	4.9	-2.0	-1.9
CCOC(=O)C1CCCN(CC(=O)Nc2c(F)c(F)c(F)c(F)c2F)C1 (stereo unspecified)	19.7	0.9	2.5	16.3	-7.2	18.5	12.2	9.8	0.4	6.8	·
Cc1cccc(COc2ccccc2C(=O)OCC(=O)N(C)c2c(N)n(Cc3ccccc3)c(=O)[nH]c2=O)c1	17.8	25.2	1.7	13.0	-50.0	30.9	-21.6	-1.5	-21.8	2.9	-3.0
COc1cc(OC)cc(OC(=O)c2ccc3c(=O)n4c(nc3c2)CCC4)c1	-1.4	-2.0	-1.4	2.5	-17.3	6.0	5.9	1.8	-2.1	-15.2	-1.7
O=C(N/C(=C\c1ccc(Br)cc1)C(=O)N1CCOCC1)c1ccc([N+](=O)[O-])cc1	2.4	1.6	2.5	12.2	4.7	0.0	-14.2	·	-10.0	9.8	-2.7
Cc1ccc(NC(=O)CN2CCC(NC(=O)c3ccccc3F)CC2)cc1C	6.8	18.4	-2.2	4.4	11.7	-12.8	12.4	15.0	7.8	5.6	-2.6
Cc1cc(C)c(NC(=S)NC(=O)c2c(Cl)c(C)nn2C)c([N+](=O)[O-])c1	21.5	9.9	2.3	-0.9	-11.3	10.6	10.3	19.3	15.3	2.9	-6.5
COc1cc(OC)cc(C(=O)NCC(=O)OC(C)C(=O)NC(C)C2CC3CCC2C3)c1 (stereo unspecified)	9.0	11.5	·	14.2	-17.4	-12.5	2.1	-0.2	1.0	-0.2	-8.0
COc1ccc(CC(=O)Nc2sc3c(c2C#N)CC(C)(C)NC3(C)C)cc1OC	13.2	20.3	-1.3	-0.1	-14.3	2.3	39.3	10.9	10.8	-3.3	-4.2
CCCCn1c(CCCNC(=O)CC)nc2ccccc21	13.2	7.9	-0.1	-2.8	-15.7	-9.0	1.5	1.4	7.6	·	5.7
O=C(COC(=O)c1ccco1)NCc1ccc(Cl)cc1Cl	9.4	-2.0	·	18.5	-8.8	5.7	-17.6	-5.1	6.2	21.5	-5.6
COC(=O)c1ccc(CN2CCCC(CNC(=O)Cc3ccc(OC)cc3)C2)cc1 (stereo unspecified)	7.0	15.4	3.0	-1.5	-32.8	-13.2	-12.8	-2.5	-10.7	1.1	-4.4
CC(=O)CCc1c(C)nc2ccc(C)cc2c1Cl	-20.6	-45.9	4.1	-7.5	-16.4	25.3	4.1	-17.8	-9.9	-2.4	1.6
Cc1ccccc1NC(=O)C1CCC(=O)N1 (stereo unspecified)	6.5	22.0	-0.3	-2.3	28.1	-15.3	-87.8	-3.8	7.4	2.4	-1.4
COc1ccc(C2CC(C(F)(F)F)n3ncc(C(=O)NCC4CCCO4)c3N2)cc1OC (stereo unspecified)	5.6	1.4	-1.1	-32.6	-18.5	28.9	13.3	2.7	-40.4	-1.5	-5.0
Cc1nn(Cc2ccccc2)c(C)c1/C=N/NC(=O)c1ccccc1O	-29.8	-21.1	0.5	-4.0	-15.8	12.1	-18.0	-16.3	-9.6	1.7	-4.0
Cc1onc(-c2ccccc2)c1C(=O)c1c[nH]c(C(=O)NCCCN2CCOCC2)c1	8.8	-3.1	1.4	-3.6	19.8	7.1	-1.4	8.4	-6.7	-3.1	-2.0
Cc1ccc(NC(=O)Cc2ncon2)cc1Cl	-65.0	-34.9	-1.9	8.0	-28.7	9.6	-3.9	-10.3	-9.4	2.0	-4.8
COc1ccc(Cn2c(=O)c3c(nc(NCCO)n3C)n(C)c2=O)cc1	7.9	6.0	-2.8	4.9	-11.3	5.4	0.9	-12.0	-5.8	-1.7	-4.8
NS(=O)(=O)c1ccc(Cl)c(C(=O)Nc2ccccc2[N+](=O)[O-])c1	-1.3	14.5	1.7	-3.2	13.4	-20.1	-10.3	5.9	-1.5	-4.0	-2.8
COc1ccc(S(=O)(=O)N2CCOCC2)cc1C(=O)Nc1ccc2c(c1)OCO2	0.5	24.4	1.3	-9.3	9.0	10.1	-3.7	2.0	21.2	-18.8	-5.9
O=C1CN(c2nc3nonc3nc2N2CCCCC2)CCN1	14.6	4.5	-0.1	-2.9	-2.5	27.3	9.8	0.3	-4.5	-2.9	-12.2
S=c1[nH]nc(COc2ccc3ccccc3c2)o1	-52.3	-65.4	-2.1	0.2	-42.4	8.7	-21.7	19.6	2.6	-20.5	·
Cc1cc(C(=O)N/N=C/c2c[nH]c3ccccc23)c(C)o1	-113.0	-57.0	-6.9	·	-33.2	-19.8	-11.4	-5.9	-3.9	-2.2	-3.4
CC(C)Cn1c(N)c(C(=O)CSc2ncccn2)c(=O)n(C)c1=O	-28.8	-2.7	1.4	-3.0	-3.8	13.6	10.0	-7.5	-2.4	2.9	-7.2
COc1cccc(C(=O)Nc2sc(C(C)C)cc2C(N)=O)c1OC	-85.8	-15.9	-0.1	-6.2	-15.2	-6.1	-2.7	-16.1	-5.0	-0.3	-2.3
CCSc1nnc(-c2ccncc2)n1Cc1ccccc1	-16.2	0.9	0.8	9.6	-1.2	-1.7	3.7	-12.9	-3.3	-3.6	-8.0
Cc1ccc(CNC(=O)c2sc3nc4c(c(C(F)(F)F)c3c2N)CCC4)cc1	-72.1	4.5	1.8	-3.6	-14.8	-6.1	31.1	10.0	-6.6	6.1	-4.4
N=C1C(c2ccccc2)=C(O)CN1c1cccc2ccccc12	6.5	1.8	2.7	2.0	3.6	-2.1	6.0	3.4	-5.0	-0.7	-3.2
C/C(=N/O)c1ccc(Oc2cnccn2)cc1	-13.3	-7.4	-3.7	0.1	-11.8	-12.6	5.0	0.6	-0.1	12.2	-4.2
CC(=O)Nc1ccc(S(=O)(=O)N2CCCC2C(=O)Nc2ccc3c(c2)OCCO3)cc1 (stereo unspecified)	16.1	-5.1	-0.1	-22.0	-9.0	11.5	13.0	-6.4	-13.0	-0.5	6.5
N#C/C(=C\c1ccc(Oc2ccc(C(F)(F)F)cc2[N+](=O)[O-])cc1)c1nc2ccccc2[nH]1	-12.5	1.2	0.0	-0.8	-31.4	-29.5	27.2	-0.3	6.9	0.0	·
C/C=C(\C)CN1CCN(c2cc(C)ccc2C)CC1	2.9	-3.7	3.1	-7.1	-15.8	-1.5	-4.5	12.2	-0.7	1.1	-6.7

No enrichment for hits. Share with any hit: about 3.3%.
